hIAP act: increases human intestinal alkaline phosphatase activity; P09923; 0.16% of 330,000 active; activation factor at 10 µM; purified human IAP, CDP-Star luminescence, 30 min; active compounds read high; 1 = vehicle-only enzyme, 0 = enzyme-free background;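 active = activation factor of the enzyme at least 2-fold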; also: the source names both 10 and 20 µM as test concentration; values of inactives mirror those of a sister screen read the other way
APOBEC3A inh: blocks human APOBEC3A ssDNA deamination. P31941. recombinant A3A, FAM/TAMRA ssDNA deamination fluorescence. inhibition, % at 20 µM. 0.41% of 330,000 active. AID 493011;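 active = at least 40% inhibition at 20 µM here, with at most 30% in a related deaminase screen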;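 also: plate controls were A3A with DMSO for no effect and wells lacking A3A enzyme for full effect; some results filed as inactive read as strong as hits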
Target sequence (P31941 whole entry, looked up): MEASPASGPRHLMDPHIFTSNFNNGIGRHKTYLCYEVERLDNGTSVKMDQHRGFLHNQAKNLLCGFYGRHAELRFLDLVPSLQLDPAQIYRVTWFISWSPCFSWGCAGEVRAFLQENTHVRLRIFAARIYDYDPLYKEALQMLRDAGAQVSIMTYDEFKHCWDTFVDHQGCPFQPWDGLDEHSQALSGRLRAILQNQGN
mIAP inh: mouse IAP inhibition; purified mouse IAP, CDP-Star luminescence, 30 min; inhibition, % at 10 µM; 0.2% of 330,000 active;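 active = inhibition of at least 40% at 10 µM in the primary screen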;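 also: plate controls were DMSO with enzyme for no effect and no enzyme wells for full effect; values of inactives mirror those of a sister screen read the other way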
MPTP block: inhibitors of mitochondrial permeability transition pore; isolated mouse mitochondria, Ca2+ swelling absorbance, 30 min; inhibition, % at 10 µM; 1.4% of 360,000 active;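 active = inhibition of 50% or more, scaled per plate between neutral and stimulator controls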;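 also: 0% = DMSO wells given calcium and 100% = 1 mM EGTA wells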
mIAP act: increases mouse intestinal alkaline phosphatase activity | muIAP, CDP-Star luminescence, 30 min; active compounds read high; 1 = vehicle-only enzyme signal, 0 = enzyme-free wells | activation factor at 10 µM | 0.24% of 330,000 active | AID 2805;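 active = activation factor of at least 2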; also: the source names both 10 and 20 µM as test concentration; values of inactives mirror those of a sister screen read the other way
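Assay system: mouse IAP enzyme; Reagent: CDP-Star chemiluminescent phosphatase substrate; Compound: DMSO-dissolved test compounds; Incubation: 30 min, room temperature; Technique: luminescence from enzymatic CDP-Star hydrolysis; Controls: DMSO-only wells and no-enzyme negative control.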
A3G deaminase: APOBEC3G (human) deaminase inhibition; Q9HC16; recombinant A3G, ssDNA deamination FAM/TAMRA fluorescence; inhibition, % at 20 µM; 0.28% of 330,000 active;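 active = inhibition of at least 40% at 20 µM, with no more than 30% in the related APOBEC3A deaminase screen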;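 also: plate controls were DMSO wells with A3G for no effect and wells lacking A3G enzyme for full effect; some compounds called inactive have numbers as strong as hits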
Target sequence (Q9HC16 whole entry, looked up): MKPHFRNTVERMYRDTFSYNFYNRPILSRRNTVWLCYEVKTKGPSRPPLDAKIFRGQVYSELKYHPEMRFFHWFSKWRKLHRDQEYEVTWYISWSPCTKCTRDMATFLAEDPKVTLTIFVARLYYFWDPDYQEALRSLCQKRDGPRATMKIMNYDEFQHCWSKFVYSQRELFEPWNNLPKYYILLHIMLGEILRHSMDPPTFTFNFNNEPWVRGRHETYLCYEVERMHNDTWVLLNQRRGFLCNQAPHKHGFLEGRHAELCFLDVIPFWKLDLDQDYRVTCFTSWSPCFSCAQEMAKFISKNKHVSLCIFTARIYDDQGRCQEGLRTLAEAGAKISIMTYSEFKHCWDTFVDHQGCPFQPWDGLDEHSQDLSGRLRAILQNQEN
beta cell repl: induces beta-cell replication in MIN6 cells. AID 2380. MIN6 cells proliferation, ATPlite luminescence, 48 h; cells starved in 0.2% serum; 100% = growth in 10% serum. 0.29% of 330,000 active. proliferation, % at 10 µM;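 active = compounds whose signal lies at least 3.5 SD above the mean of all wells on their plate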;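 also: 0% = DMSO-treated cells in low-serum medium and 100% = 10% serum control; some compounds called inactive have numbers as strong as hits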
hIAP block: blocks human intestinal alkaline phosphatase. P09923. purified IAP, CDP-Star luminescence, 30 min. inhibition, % at 10 µM. 0.12% of 330,000 active;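 active = inhibition reaching a set limit with compound at 10 µM in the primary screen, cut at about 35% in these data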;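 also: plate controls were DMSO wells with enzyme for no effect and no-enzyme buffer wells for full effect; values of inactives mirror those of a sister screen read the other way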
ATG4B inh: blocks human ATG4B protease cleavage of LC3 substrate; AID 504462; ATG4B cleavage of LC3-PLA2, NBD-HPC fluorescence, 1 h; Q9Y4P1; inhibition, % at 8.33 µM; 0.51% of 340,000 active; in the data active = inhibition above about 40%
Target sequence (Q9Y4P1 whole entry, looked up): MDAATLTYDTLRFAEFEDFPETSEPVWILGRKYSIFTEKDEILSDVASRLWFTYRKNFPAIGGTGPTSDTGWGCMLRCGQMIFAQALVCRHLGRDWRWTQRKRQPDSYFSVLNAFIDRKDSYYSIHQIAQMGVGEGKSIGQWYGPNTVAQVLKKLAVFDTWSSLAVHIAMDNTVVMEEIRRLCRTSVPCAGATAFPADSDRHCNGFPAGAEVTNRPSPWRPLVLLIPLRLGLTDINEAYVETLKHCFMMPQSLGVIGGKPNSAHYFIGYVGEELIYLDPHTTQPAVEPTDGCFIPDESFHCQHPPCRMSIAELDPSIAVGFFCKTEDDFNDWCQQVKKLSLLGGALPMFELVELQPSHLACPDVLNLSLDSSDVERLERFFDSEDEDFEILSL
* hit, by the source's call.

The first two records, ahead of the listing:
SMILES	hIAP act	APOBEC3A inh	mIAP inh	MPTP block	mIAP act	A3G deaminase	beta cell repl	hIAP block	ATG4B inh
COC(=O)c1cccnc1NC(=S)NNC(=O)c1ccccc1	0.92	-6	8	-1.2	0.92	-8	-1	8	1
NC[C@H](Cc1ccccc1)NCCCCC1CCCCC1	1.1	0	-2	0.2	1	0	-4	-10	4

The listing, from the start:
SMILES	hIAP act	APOBEC3A inh	mIAP inh	MPTP block	mIAP act	A3G deaminase	beta cell repl	hIAP block	ATG4B inh
COC(=O)c1cccnc1NC(=S)NNC(=O)c1ccccc1	0.92	-6	8	-1.2	0.92	-8	-1	8	1
NC[C@H](Cc1ccccc1)NCCCCC1CCCCC1	1.1	0	-2	0.2	1	0	-4	-10	4
Cc1cccc(Nc2nc(Cl)ncc2F)c1C	0.85	3	6	2.5	0.94	-1	-1	15	8
O=C1CCC(C(=O)N2CCCCCCC2)CN1Cc1cccc(C(F)(F)F)c1 (centres undefined)	1.1	-3	-3	-0.5	1	-5	0	-10	2
C/C(CCc1ccc2c(c1)OCO2)=N\N=C(/N)SC1CC(=O)N(c2ccccc2F)C1=O (centres undefined)	0.72	1	4	4.4	0.96	-1	-1	28	-5
O=c1[nH]c(/C=C2\C=Nc3ccccc32)c(O)n1Cc1ccccc1F	0.91	1	3	1.5	0.97	-7	-6	9	7
CC1Sc2ccc(S(=O)(=O)NCc3ccccc3)cc2NC1=O (centres undefined)	0.92	0	-2	-0.4	1	2	-1	8	6
O=C(Nc1ccc(S(=O)(=O)N2CCOCC2)cc1)c1cc(S(=O)(=O)N2CCOCC2)ccc1Cl	1.1	9	-10	0.5	1.1	1	0	-6	-9
N=c1n(CC(=O)c2ccc(Br)s2)c2ccccc2n1Cc1ccccc1	0.85	-12	-5	14	1	-7	-6	15	3
O=C(COc1ccccc1O)NCCN1CCOCC1	1.2	-2	-3	-0.6	1	-4	-1	-21	-4
COc1cc(/C=N/NC(=O)c2ccccc2O)ccc1OC(=O)CC1SC(=O)NC1=O (centres undefined)	0.92	-1	9	1.6	0.91	-5	3	8	-6
O=C(CSc1nccn(-c2ccc(F)c(F)c2)c1=O)NC1CCCC1	1.4	1	16	1.5	0.84	2	-3	-44	-9
COc1ccc(C(=O)Nc2ccc(-c3cn4ccsc4n3)cc2)cc1S(=O)(=O)N1CCOCC1	1.1	-1	-5	58*	1.1	-5	-3	-6	-23
CCn1c(=O)cc(OCC(=O)Nc2ccc(OC)c(OC)c2)c2ccccc21	1.1	-1	6	2.5	0.94	-4	-2	-7	-5
COC(=O)C1=C(C)N(C)C(=O)NC1c1c(O)ccc2ccccc12 (centres undefined)	0.9	-3	5	0.6	0.95	-6	-4	10	-2
CC1CCCCN1C(=S)NC(=O)c1ccccc1 (centres undefined)	0.85	-6	-3	-2.1	1	-14	3	15	-11
Clc1cccc(Cl)c1CN1CCN(c2ncccn2)CC1	1.3	-2	-5	-0.2	1.1	-6	-1	-29	6
COCC(=O)Nc1ccc(F)cc1	1.1	-7	11	-0.5	0.89	-8	-2	-9	6
CSc1nc2ccc(Nc3nc(N4CCOCC4)nc(N4CCOCC4)n3)cc2s1	1	3	-18	2.6	1.2	-2	-5	-3	-10
COc1cc(NC(=O)c2ccccc2[N+](=O)[O-])ccc1NC(=O)c1cc2ccccc2o1	1	-1	10	19	0.9	-1	-2	-1	-11
CC1=CC(c2ccc(Cl)cc2)n2ncnc2N1 (centres undefined)	1.2	-1	-4	1.2	1	-7	-3	-16	0
CN1CCN(C(=O)c2cc([N+](=O)[O-])cc([N+](=O)[O-])c2)CC1	1.2	-7	6	-0.2	0.94	-5	-2	-21	4
O=C(CC(=O)c1ccccc1)Nc1cccnc1Cl	0.96	-2	4	2.3	0.96	-7	0	4	4
CCCc1ccc(OCc2ccc(C(=O)O)o2)c(OC)c1	1.1	5	1	-1.0	0.99	-4	-3	-6	-3
CCS(=O)(=O)N1CCN(c2ccc([N+](=O)[O-])c(NC(C)c3ccccc3)c2)CC1 (centres undefined)	0.95	-2	22	4.4	0.78	-4	-3	5	1
COC(=O)c1c(NC(=O)COc2ncnc3ccccc23)sc(C)c1C	1.2	-1	-6	-0.9	1.1	-2	0	-17	4
CCCCN(CC)CCNC(=O)c1cc2c(=O)[nH]c3ccc(C)cc3c2s1	0.99	6	3	-1.7	0.97	-5	-4	1	-10
COc1ccc2c(c1OC)C(=O)N(c1ccc(OCc3ccccc3)cc1)C2=O	1	-6	2	1.1	0.98	3	0	0	1
COC(=O)C1=C(C)N(C)C(C)=C(C(=O)OC)C1c1ccccc1C	1.1	-1	5	0.9	0.95	-5	0	-9	-14
CC(=O)c1ccc(NC(=O)c2cnn3c(C(F)F)cc(C4CC4)nc23)cc1	0.95	-2	2	-0.3	0.98	-2	3	4	-10
COc1cc2c(cc1O)C(Cc1ccc(O)cc1)NCC2 (centres undefined)	0.95	-2	0	-0.7	1	-11	6	5	8
NC(=O)C1CCN(C(=O)C2CCN(S(=O)(=O)c3ccccc3)CC2)CC1	0.86	-3	12	-1.4	0.89	-11	5	14	-18
COc1ccc(/C=C/C(=O)Nc2ccccc2C(F)(F)F)cc1OC	1	0	11	36	0.89	1	1	-2	14
O=C(COc1ccc(Cl)cc1Cl)NC(=S)Nc1ccc(CN2CCOCC2)cc1	0.93	0	3	21	0.97	1	-2	7	-13
O=C(c1ccccc1)n1c(=O)cc[nH]c1=O	0.95	4	-1	0.0	1	1	1	5	1
CCCNC(=O)CSc1n[nH]c(=O)n1CCc1ccccc1	1	0	0	-0.8	1	-8	-5	-2	-7
CCC1=CC(c2ccccc2)n2ncnc2N1 (centres undefined)	0.93	-2	6	-2.0	0.94	-8	-3	7	3
c1ccc(CCNCCOc2ccccc2)cc1	0.98	-7	5	0.4	0.95	-7	-1	2	-2
CCOCCn1c(CN2CCN(C)CC2)nc2c1c(=O)n(C)c(=O)n2C	0.92	-4	-17	-0.5	1.2	-7	2	8	-10
CCCCCCSc1nsc(NC(C)=O)n1	0.89	-1	7	0.8	0.93	-4	-1	11	9
COc1ccc(C(CNC(=O)COc2ccccc2C)N2CCOCC2)cc1 (centres undefined)	0.82	-1	2	-0.3	0.98	-10	-3	18	-7
CCCCCN=CC1=C(O)CC(c2ccccc2)CC1=O (centres undefined)	0.92	1	1	1.3	0.99	-3	4	8	-1
O=C(NCc1cccnc1)c1cc([N+](=O)[O-])ccc1N1CCOCC1	1.2	-2	3	7.8	0.97	-7	0	-16	-2
CCn1ccnc1C(O)c1cccc(OC)c1 (centres undefined)	0.98	0	-9	-0.1	1.1	-4	1	2	-13
COc1ccc(-c2ccc(C#N)c(SCC(=O)NCCc3ccccc3)n2)cc1OC	1.1	-2	-10	0.9	1.1	-6	2	-15	3
O=C(Nc1ccccc1OCc1ccccc1)c1ccccc1Br	1	-4	14	2.0	0.85	-6	-4	-1	13
COc1ccc(C(=O)/C=C2/C(=O)Nc3ccccc32)c(OC)c1	1.1	-2	6	0.0	0.94	-7	-7	-12	-5
CC(C)(C)NC(=O)c1cccc(NC(=O)c2ccc(NC(=O)c3ccco3)cc2)c1	1.1	5	1	0.1	0.99	5	-2	-11	-3
Fc1ccccc1Cc1noc(CN2CCC(OCc3cccnc3)CC2)n1	0.93	-1	4	-0.7	0.96	-3	7.7*	7	-3
CCCN1CN=C(NS(=O)(=O)c2ccc(C)cc2)NC1	0.88	-4	3	0.2	0.97	-11	0	12	-5
O=C(COC(=O)C1=COCCO1)Nc1cc(Cl)c(Cl)cc1Cl	0.96	2	4	0.5	0.96	-1	-5	4	0
CCOC(=O)c1ccc(COC(=O)CCc2nc3ccccc3[nH]c2=O)o1	0.96	0	14	-0.5	0.86	-2	-1	4	-2
CC(C)Cc1nnc(NC(=O)CSc2nc(O)c(Cc3ccccc3)c(=O)[nH]2)s1	1	-7	8	-2.2	0.92	-5	-4	-2	-7
COc1ccc(N2CCN(C(=O)CN3C(=O)C4CC=CCC4C3=O)CC2)cc1 (centres undefined)	0.94	-3	1	4.2	0.99	-4	0	6	-6
Cc1cc2c(cc1C)NC1(C(=O)Nc3ccccc31)C1=C(CC(C)(C)CC1=O)N2 (centres undefined)	0.89	-1	4	-1.0	0.96	-3	-1	11	-1
COc1ccc(C(=O)NC(=S)N(C)C2CCCCC2)cc1	0.97	-2	5	-0.8	0.95	-7	-4	3	2
Cc1nn(-c2ccc(F)cc2)c(C)c1/C=C/C(=O)N1CCNC(=O)C1	0.93	4	9	-2.4	0.91	0	-3	7	-2
CC(=O)c1cccc(NC(=O)C2CCCN2S(=O)(=O)c2cccc3nsnc23)c1 (centres undefined)	0.82	-1	4	-3.6	0.96	-7	0	18	-9
COCCn1nnnc1CN(Cc1ccco1)Cc1cc2cc3c(cc2[nH]c1=O)OCO3	1	-5	5	-1.0	0.95	-7	1	0	7
Nc1c(C(=O)NC2CC2)c2nc3ccccc3nc2n1-c1ccc2c(c1)OCO2	0.83	4	9	2.8	0.91	4	-3	17	3

Quoted at random: three records from the list, in no set order.
SMILES	hIAP act	APOBEC3A inh	mIAP inh	MPTP block	mIAP act	A3G deaminase	beta cell repl	hIAP block	ATG4B inh
COc1ccc(-c2ccc(C#N)c(SCC(=O)NCCc3ccccc3)n2)cc1OC	1.1	-2	-10	0.9	1.1	-6	2	-15	3
Fc1ccccc1Cc1noc(CN2CCC(OCc3cccnc3)CC2)n1	0.93	-1	4	-0.7	0.96	-3	7.7*	7	-3
COc1ccc(C(CNC(=O)COc2ccccc2C)N2CCOCC2)cc1 (centres undefined)	0.82	-1	2	-0.3	0.98	-10	-3	18	-7

Continued:
SMILES	hIAP act	APOBEC3A inh	mIAP inh	MPTP block	mIAP act	A3G deaminase	beta cell repl	hIAP block	ATG4B inh
O=C(N/N=C/c1ccco1)C12CC3CC(CC(C3)C1)C2	1	2	-1	-2.2	1	-6	3	-2	-3
O=C(COC(=O)c1ccc(O)cc1)Nc1ccc(S(=O)(=O)N2CCCC2)cc1	1.1	0	-15	0.7	1.2	-5	-3	-10	-13
Nc1nc(Nc2ccccc2F)nc(NC2CCCCC2)c1[N+](=O)[O-]	1.1	-2	-1	0.5	1	-12	-7	-12	1
Cc1ccc(-n2c(-c3ccccc3)c[n+]3c2CCc2ccccc2-3)c(C)c1	1.2	-6	-11	0.8	1.1	-7	-7	-20	-1
Fc1cc(Br)ccc1COc1ccc(-c2nnco2)cc1	0.87	-3	-2	-0.4	1	-7	-1	13	-4
CCC(=O)Nc1c(C#N)c2nc3ccccc3nc2n1C1CCCCC1	0.92	5	10	0.4	0.9	-8	-1	8	-5
Cc1ccc(NC(=O)c2cc(N3CCOCC3)nc3ccccc23)cc1	0.97	-2	2	-0.9	0.98	-6	-1	3	-2
O=C(Nc1ccc(S(=O)(=O)Nc2nccs2)cc1)c1cc(-c2ccncc2)nc2ccccc12	1	12	20	1.6	0.8	15	-1	0	-1
O=C(NCCSc1ccccn1)c1ccc(Cl)cc1Cl	0.97	-1	-1	0.6	1	-3	-2	3	-13
O=C(NC(=S)NCCc1ccccn1)c1ccccc1	0.92	-1	-6	-1.2	1.1	2	-1	8	1
COc1ccc(CN2CCN(S(=O)(=O)c3ccccc3)CC2)c(OC)c1OC	1.2	-2	-15	1.5	1.1	-1	-1	-17	-6
CCN(C(=O)CSc1cc(C)c2cccc(C)c2n1)C1CCS(=O)(=O)C1 (centres undefined)	1.1	2	-1	-0.2	1	-4	6	-15	-16
O=C(Nc1cccc2ccccc12)NC1CCCc2ccccc21 (centres undefined)	0.91	-1	-66	3.8	1.7	-2	1	9	8
COCCn1c(=O)[nH]c2cc(C(=O)N3CCN(c4cc(C)ccc4C)CC3)ccc2c1=O	0.92	-2	5	-2.1	0.95	-6	1	8	-8
